# Screening results deposited in PubChem by several laboratories.
# EBNA-1 inhibitor – blocks EBNA-1 binding to DNA | inhibition, % at 14.8 µM | EBNA-1 DNA binding, fluorescence polarization | AID 1950 | 300,000 compounds, 0.34% hits; in the data active = inhibition above about 28%
# PP1 counter – counter-screen for PP5 inhibitors: inhibitors of human PP1-alpha. purified PP1alpha, OMFP fluorescence. AID 2235. inhibition, % at 6.7 µM. 320,000 compounds, 0.9% hits;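 active = inhibition above the mean inhibition of all tested compounds plus 3 SD, computed separately for each screening campaign, cut at about 15% in these data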
# Target sequence (P62136 whole entry, looked up): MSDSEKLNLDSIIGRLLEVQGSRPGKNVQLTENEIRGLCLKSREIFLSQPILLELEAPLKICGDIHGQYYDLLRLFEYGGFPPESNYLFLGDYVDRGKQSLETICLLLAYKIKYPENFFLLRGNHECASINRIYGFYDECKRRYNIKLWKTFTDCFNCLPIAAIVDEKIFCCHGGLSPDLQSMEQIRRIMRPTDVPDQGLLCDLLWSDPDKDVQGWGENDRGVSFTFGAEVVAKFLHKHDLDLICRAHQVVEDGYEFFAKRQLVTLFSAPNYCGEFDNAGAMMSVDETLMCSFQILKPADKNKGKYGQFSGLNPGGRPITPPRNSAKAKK
# Efflux pump mplx – antifungal efflux pump inhibition, Nile Red retention | S. cerevisiae Candida pump triplex | inhibition, % at 10 µM | 330,000 compounds, 0.44% hits | AID 485275;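 active = plate passing quality check with inhibition over a set limit, or well fluorescence over plate mean plus 4 SD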;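 note: Nile Red retained in pooled yeast measured as flow cytometry median fluorescence; 0% = buffer negative control and 100% = Enniatin B positive control; higher means more Nile Red kept so more efflux inhibition; some compounds called inactive have numbers as strong as hits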
# TPT1 inh – C. albicans TPT1 enzyme inhibition; recombinant caTPT1, FP RNA substrate dephosphorylation; inhibition, % at 5 µM; 300,000 compounds, 0.81% hits;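 active = inhibition above the mean of all tested compounds plus 3 SD, set per screening campaign, cut at about 24% in these data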;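 note: plate controls were DMSO alone for no effect and ferristatin control at 100 nM for full effect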
# PP5 inh – blocks human protein phosphatase 5 activity; AID 1987; purified PP5c, OMFP substrate fluorescence; 320,000 compounds, 0.18% hits; inhibition, % at 6.7 µM; P53041;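 active = inhibition above the campaign's mean inhibition across all tested compounds plus 3 SD, cut at about 9.5% in these data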;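 note: 0% = DMSO only and 100% = 100 µM cantharidin control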
# Target sequence (P53041 whole entry, looked up): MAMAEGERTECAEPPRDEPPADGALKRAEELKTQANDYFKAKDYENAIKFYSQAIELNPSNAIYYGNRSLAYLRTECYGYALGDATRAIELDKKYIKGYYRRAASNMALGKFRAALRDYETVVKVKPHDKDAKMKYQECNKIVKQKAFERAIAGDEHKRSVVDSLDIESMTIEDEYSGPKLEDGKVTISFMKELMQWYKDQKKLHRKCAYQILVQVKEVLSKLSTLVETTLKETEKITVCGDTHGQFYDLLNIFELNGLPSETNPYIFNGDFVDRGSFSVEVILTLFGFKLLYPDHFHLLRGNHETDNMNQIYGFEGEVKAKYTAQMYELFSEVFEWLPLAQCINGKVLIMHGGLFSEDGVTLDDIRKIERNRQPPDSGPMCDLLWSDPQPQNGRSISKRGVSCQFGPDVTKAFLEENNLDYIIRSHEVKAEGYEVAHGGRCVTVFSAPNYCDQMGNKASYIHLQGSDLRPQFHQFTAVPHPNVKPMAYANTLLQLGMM
# PREPL inhibitor – inhibits the human prolyl oligopeptidase-like enzyme. Q4J6C6. recombinant PREPL, fluorescence polarization activity-based probe. inhibition, % at 5.96 µM. 320,000 compounds, 0.68% hits; in the data active = inhibition above about 43%;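 note: 0% = enzyme with DMSO and 100% = wells lacking enzyme; many of its hits are not listed in these tables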
# ZTA DNA inh – blocks Epstein-Barr virus ZTA, an EBNA-1 counter-screen; P03206; 320,000 compounds, 0.15% hits; AID 2234; ZTA-DNA binding, fluorescence polarization; inhibition, % at 11 µM; in the data active = inhibition above about 33%
# Target sequence (P03206 whole entry, looked up): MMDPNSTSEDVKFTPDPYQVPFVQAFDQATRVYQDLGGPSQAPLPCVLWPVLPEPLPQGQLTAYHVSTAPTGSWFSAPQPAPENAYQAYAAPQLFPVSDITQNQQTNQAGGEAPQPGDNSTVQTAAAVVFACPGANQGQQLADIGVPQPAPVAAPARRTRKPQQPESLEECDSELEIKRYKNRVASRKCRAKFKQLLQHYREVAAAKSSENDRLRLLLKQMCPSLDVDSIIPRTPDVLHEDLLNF
# Fh CTSL1 inh – cathepsin L1 inhibition, PFM18AAP counter-screen. recombinant F. hepatica cathepsin L1, Z-Leu-Arg-MCA fluorescence. inhibition, % at 5.96 µM. 300,000 compounds, 0.49% hits. AID 1906;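 active = inhibition above the mean of all tested compounds plus 3 SD, set per screening campaign, cut at about 17% in these data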;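 note: 0% = plate median of test compound wells and 100% = 1 µM Z-Phe-Ala-diazomethylketone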
# core dimer inh – HCV core protein dimerization inhibition. TR-FRET GST/Flag-core106 dimerization, 1536-well. inhibition, % at 5 µM. 300,000 compounds, 0.33% hits;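 active = inhibition above the mean of all tested compounds plus 3 SD, set per screening campaign, cut at about 45% in these data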
#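 Material: GST/Flag-tagged HCV core106 proteins. Incubation: 4 h, 22.5 °C incubation. Read-out basis: inhibition (%) from 671 over 617 nm ratio. Measured by: TR-FRET, excitation 340 nm, emission 617 and 671 nm.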
# * = called active by the depositor; · = no result given.
SMILES	EBNA-1 inhibitor	PP1 counter	Efflux pump mplx	TPT1 inh	PP5 inh	PREPL inhibitor	ZTA DNA inh	Fh CTSL1 inh	core dimer inh
Cc1ccc(NC(=O)Nc2cnc3ccccc3c2)cc1	1	-3	-0.1	1	1.1	8	19	-3	-2
O=C(NCc1ccccn1)c1ccc2nc(C3CCCCC3)oc2c1	1	1	0.1	-3	-0.3	6	-8	-5	8
COc1ccc(C2C(C(=O)NCCN(C)C)c3ccccc3C(=O)N2C)cc1OC (centres undefined)	-2	-3	0.0	3	2.6	9	-7	5	0
COC(=O)c1cc(-c2ccccc2)sc1N	-10	1	0.3	5	7.6	37	-7	2	-15
Cc1cc(C)c(NC(=O)CNC(=O)CN(C)Cc2ccc(Br)s2)c(C)c1	·	-1	0.0	·	2.9	-6	-3	·	·
COCCN(C(=O)CSc1nc2ccc(Cl)cc2[nH]1)c1c(N)n(Cc2ccccc2)c(=O)[nH]c1=O	-3	-1	-0.1	4	-0.6	18	10	-1	18
Cn1c(=O)c(=O)n(C)c2cc(S(=O)(=O)N3CCCCC3)ccc21	-13	-7	-0.1	-3	1.8	5	-3	3	0
Cc1ccc(C(=O)O)cc1NC(=S)NC(=O)C(c1ccccc1)c1ccccc1	17	3	0.0	-1	1.9	-29	10	3	25
CC(=O)Nc1sc(C)c(C)c1C(=O)OCC(=O)NCc1ccc(Cl)cc1	·	-4	0.0	·	1.0	1	15	·	·
COc1ccc(-c2nc(C#N)c(NCCCN3CCOCC3)o2)cc1	4	0	0.0	1	1.2	11	-10	0	-3
COc1cc(CNC(=O)c2nc(Cn3nc(C)c(Br)c3C)no2)cc(OC)c1	-7	2	0.2	-2	1.1	-1	-19	3	-3
COc1ccc(NC(=O)Nc2cc(C)ccc2F)cc1OC	-10	5	-0.1	-3	2.0	13	-8	3	-9
CN(C)CCOC(C1CCCCC1)C1CCCCC1	3	-5	-0.1	1	2.0	-3	-3	-1	-10
COCCNC(=O)CCn1nc(-c2ccc(Cl)cc2)c2ccccc2c1=O	5	-1	0.0	-2	-2.2	3	4	-1	-2
COc1ccc(-n2c(SCC(=O)NCCCN3CCCC3=O)nnc2C(C)N2CCCCC2)cc1 (centres undefined)	41*	-2	0.1	-4	-0.3	8	-3	3	3
Fc1ccccc1-c1n[nH]c(=S)n1CC1CCCO1 (centres undefined)	12	5	0.1	-3	0.9	18	-5	1	-22
Cc1cccc(-n2c(C)cc(/C=C3\C(=N)N4N=C(CC(C)C)SC4=NC3=O)c2C)c1	-5	-2	0.1	-1	0.1	6	2	2	14
CC(C)c1nc(CNC(=O)C2CCC(=O)N(Cc3ccc(Cl)cc3)C2)no1 (centres undefined)	-2	-2	0.3	2	0.8	3	-6	-2	1
CC(Oc1cccc(Cl)c1)C(=O)N1CCCN(C)CC1 (centres undefined)	-6	-4	0.0	0	-0.3	6	1	0	1
COC(=O)Nc1ccc(S(=O)(=O)N2CCCc3ccccc32)cc1	-19	-2	0.3	5	3.4	-5	-4	-7	-5
O=C(O)Cc1ccc(C(=O)c2ccccc2)s1	0	2	-0.1	1	0.0	-8	-1	-1	-2
CC(NC(=O)Nc1cccc(F)c1)c1ccc2c(c1)OCO2 (centres undefined)	5	-5	2.2	2	2.7	-9	-1	-5	0
O=C(CCS(=O)(=O)c1ccccc1)N1CCOCC1	6	-8	-0.1	-3	0.3	-4	15	-6	0
COc1cccc(CNc2ccc(F)c(Cl)c2)c1	-12	8	0.0	1	7.5	-3	-13	-1	-8
Cn1ccc(C(=O)OCC(=O)Nc2cccc(Cl)c2)n1	1	-1	-0.2	0	3.4	-1	-5	-4	-2
COc1cccc(CC(=O)Nc2nc3ccccc3[nH]2)c1	-4	-1	0.1	-2	1.2	-2	6	-3	-10
CCOC(=O)N1CCN(C(=O)C2CCN(S(=O)(=O)c3ccc(OC)cc3)CC2)CC1	-7	0	0.1	-1	-0.5	-3	-4	-6	0
CCOC(=O)N1CCC(N2C(=O)c3ccccc3C2Nc2ccc(S(=O)(=O)N3CCOCC3)cc2)CC1 (centres undefined)	-9	0	0.0	-4	-0.5	4	4	-1	-1
O=C(O)CC/C(=N/NC(=O)c1cccs1)c1ccccc1	3	0	0.1	0	2.0	-1	16	-2	-15
CCCCc1cc(=O)oc2cc(OCC(=O)N(CC)CC)c(Cl)cc12	10	-2	0.2	-6	1.6	-4	8	4	6
COc1cccc(NC(=O)C/C(C)=N/NC(=O)C2CCCCC2)c1	6	4	0.0	1	1.4	-6	13	-3	2
CCN(CC)CCN(C)Cc1nc(C(c2ccccc2)c2ccccc2)no1	-7	-2	0.1	-1	0.3	12	-11	2	-1
COc1cc(/C=C(/C(=O)c2cccs2)c2nc3ccccc3[nH]2)ccc1O	7	-4	-0.1	1	0.9	-11	6	1	-1
Cc1cc(=O)n2c(n1)SCOC2	3	-4	0.1	0	-1.6	-1	9	-2	0
COc1cc(O)c(C(CC(=O)N2CCN(c3ccccc3)CC2)c2ccc3c(c2)OCO3)c(OC)c1 (centres undefined)	8	3	-0.1	1	3.5	6	10	-2	9
CN(O)C(=O)Nc1ccc([N+](=O)[O-])cc1	5	-3	-0.1	0	-1.4	15	-4	2	-3
FC(F)(F)C(Oc1nc(Nc2ccc(Cl)cc2)nc(N2CCOCC2)n1)C(F)(F)F	-8	0	-0.5	-2	4.4	-2	0	1	-5
Cc1nn(CC(=O)O)c2ccccc12	-13	-1	0.0	-1	4.1	-1	1	-2	-4
Cc1ccc2nc(C3CCCN3Cc3nc(CCC(C)C)no3)[nH]c2c1 (centres undefined)	3	-3	-0.1	-2	3.7	-2	-24	5	-3
Cc1ccc(CSC2=Nc3ccccc3C3=NC(=O)CN23)cc1	-21	1	0.0	-4	-2.5	14	-1	3	7

# For reference, 2 of the compounds above:
SMILES	EBNA-1 inhibitor	PP1 counter	Efflux pump mplx	TPT1 inh	PP5 inh	PREPL inhibitor	ZTA DNA inh	Fh CTSL1 inh	core dimer inh
O=C(O)Cc1ccc(C(=O)c2ccccc2)s1	0	2	-0.1	1	0.0	-8	-1	-1	-2
CC(NC(=O)Nc1cccc(F)c1)c1ccc2c(c1)OCO2 (centres undefined)	5	-5	2.2	2	2.7	-9	-1	-5	0

# (next part)
SMILES	EBNA-1 inhibitor	PP1 counter	Efflux pump mplx	TPT1 inh	PP5 inh	PREPL inhibitor	ZTA DNA inh	Fh CTSL1 inh	core dimer inh
Cc1onc(-c2c(Cl)cccc2Cl)c1C(=O)ONC(=O)c1cc(C(F)(F)F)cc(C(F)(F)F)c1	0	-2	-0.2	1	-1.8	11	-1	1	-2
COc1ccc(NC(=O)Cc2nnc(SCC(=O)c3ccccc3)n2C)cc1	-18	-3	0.1	-1	0.8	12	1	-4	-11
COCCCNC(=O)C1CCC(CNS(=O)(=O)c2ccc3c(c2)CC(C)N3C(=O)C2CC2)CC1 (centres undefined)	-4	-2	0.3	-1	1.8	1	-25	-4	-4
Cc1nc(-c2ccc(Cl)cc2)sc1C1(C)CC(c2ccc(Cl)cc2)=NO1 (centres undefined)	-5	1	0.1	4	0.6	-22	-6	2	-10
CC1=C(C(=O)N(C)C)C(c2cccs2)NC(=O)N1 (centres undefined)	-4	-3	0.1	0	-0.8	18	5	3	0
COc1cc(NC(=O)COC(=O)/C=C/c2c(C)nn(-c3ccc(F)cc3)c2Cl)cc(OC)c1	15	-3	0.4	2	2.5	-3	4	-10	6
O=C(CSc1ncccn1)NC(=O)NCc1ccco1	-5	0	-0.1	0	-2.5	9	-10	4	10
CCOC(=O)c1sc(NC(=O)c2ccc3ncsc3c2)nc1C	-9	0	-0.5	1	2.9	-2	13	-1	-131
CCC(C)N1CCN(S(=O)(=O)c2ccc3ccccc3c2)CC1 (centres undefined)	7	-3	-0.3	0	2.7	-33	-9	0	15
Cc1c(C(=O)NCc2cccnc2)sc2nc(-c3ccccc3)cn12	-4	7	0.2	2	-1.4	-17	-10	6	-3
Cc1ccc(C2=NN(C(=O)c3cccs3)C(c3ccccc3O)C2)cc1 (centres undefined)	-6	2	0.0	1	2.2	12	-6	2	15
O=C(CN1C(=O)/C(=C\c2ccco2)SC1=S)Nc1ccc(O)cc1C(=O)O	5	1	-0.2	11	-2.0	9	28	0	0
Cc1nc2ccc(-c3nc4ccccc4[nH]3)cc2[nH]1	12	-3	-0.1	-1	2.3	1	11	-2	-4
C=CCNc1nnc(Sc2ncccc2[N+](=O)[O-])s1	-6	1	0.0	3	0.1	10	11	-1	3
CN1CCC(=NNC(=O)CN(c2ccccc2)S(=O)(=O)c2ccccc2)CC1	0	-1	-0.3	-1	-1.3	-35	5	1	2
COCCOC(=O)C1=C(C)NC(=O)NC1c1ccco1 (centres undefined)	3	-6	0.0	-2	-2.5	6	-5	1	2
O=C(COc1ccc(S(=O)(=O)NC2CCCCC2)cc1)NC1CCCCC1	-2	0	0.1	0	0.2	-9	-5	-3	0
Cc1csc(=O)n1CC(=O)OCC(=O)c1ccc(Br)cc1	-4	-3	0.0	-3	-0.2	2	-16	-1	0
COc1cc(/C=C/C(=O)NCc2nc3ccccc3[nH]2)cc(OC)c1OC	1	2	0.0	-1	1.2	-1	12	1	1
Cc1cccc(-n2cnc(C(=O)N/N=C/c3ccccc3)c2)n1	-1	-6	0.6	3	-0.8	17	12	-1	5
COc1ccc(CCN(C)C(=O)c2cc(S(=O)(=O)NCc3ccccc3)ccc2C)cc1OC	-8	-6	-0.1	-1	0.2	13	-4	-2	-10
COc1ccc(N2CCN(C(=S)Nc3ccc(F)cc3)CC2)cc1	34*	1	-0.2	0	1.7	5	-17	0	4
Cc1noc(C)c1COC(=O)c1ccc(F)c(S(=O)(=O)N2CCCCC2)c1	1	-2	-0.1	-3	-2.1	19	-13	-2	1
CC(C)C[C@H]1CN=C(Nc2ccccc2)N1CCc1ccc(F)cc1	-14	0	0.1	1	3.0	-43	-3	1	-7
CCOC(=O)c1ccc(NC(=O)c2nn(CC)cc2Br)cc1	-2	0	-0.1	-5	1.3	4	-13	1	-3
C=CCOC(=O)C1=C[C@H](C2CC2)[C@@H](CCCO)[C@H](OCC)O1	-8	1	-0.1	1	3.2	1	-13	1	-6
Cc1n[nH]c(C)c1CCCCOc1ccc([N+](=O)[O-])cc1	-17	0	0.0	3	4.0	-14	-14	-2	6
S=c1[nH]nc(Cc2ccc(Br)cc2)n1/N=C/c1ccc(Cl)cc1	4	4	-0.2	-2	1.5	-30	-4	0	-2
O=C(Nc1ccc(F)c(F)c1)c1ccccc1	7	-1	-0.1	1	0.5	-3	0	6	2
Cc1ccc(-c2cc(C)nc3ncnn23)cc1	7	0	0.0	0	-2.1	-2	-6	5	2
COc1ccc(-c2csc(NC(=O)CSc3n[nH]c(C)n3)n2)cc1	-14	2	0.1	-1	1.3	-50	9	-2	4
OC(CNCCc1ccc(C(F)(F)F)cc1)COC(c1ccccc1)c1ccccc1 (centres undefined)	-13	13	0.0	-1	-5.4	-10	0	1	-22
CC1(C)Cc2c(sc(NC(=O)C3CC(Cl)=CCC3C(=O)O)c2C#N)CO1 (centres undefined)	-11	-1	0.0	1	3.6	6	-8	-1	1
C[C@]12CC[C@@H]3c4ccc(O)cc4CC[C@H]3[C@@H]1CCC2=O	0	-1	-0.1	1	-1.0	-7	7	-1	8
Nc1cccc(Oc2cnccn2)c1	-8	2	-0.1	-1	1.2	-1	1	-4	2
Cn1c(C(=O)O)cc2cc(Oc3ccccc3)ccc21	-7	4	-0.1	0	-0.4	3	7	4	7

# These rows are one share of the data, so the mix of outcomes need not match the whole.
